# Gal4-VP16 FLuc: inhibits Gal4-VP16 luciferase reporter, ROR gamma counter-screen. Drosophila S2 Gal4-VP16 UAS-luciferase, luminescence, 20 h. Potency, µM (titrated, usually from 53.6 µM), inactives show top-dose activity, negative = inhibition, hits mostly inhibitors. 310,000 tested, 3.5% active;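 note: Gal4-VP16 expression switched on by copper sulfate through the metallothionein promoter; potency is the fitted concentration of half-maximal effect; % is set by controls: 0 for no effect and ±100 for the full control effect; nearly all actives have a fitted effect of over 50% in size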
# FLuc counter: counter-screen for miR-21 project: firefly luciferase inhibitors or activators | P08659 | purified FLuc, Km substrates, luminescence inhibition | Potency, µM (series often up to 57.5 µM), for inactives: at the top dose activity change, negative = inhibition, hits mostly inhibitors | 360,000 tested, 6.9% active;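 note: potency is the fitted concentration of half-maximal effect; plate controls were vehicle for no effect and reference inhibitor for full effect; nearly all actives have a fitted effect of over 55% in size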
# Target sequence (P08659 whole entry, looked up): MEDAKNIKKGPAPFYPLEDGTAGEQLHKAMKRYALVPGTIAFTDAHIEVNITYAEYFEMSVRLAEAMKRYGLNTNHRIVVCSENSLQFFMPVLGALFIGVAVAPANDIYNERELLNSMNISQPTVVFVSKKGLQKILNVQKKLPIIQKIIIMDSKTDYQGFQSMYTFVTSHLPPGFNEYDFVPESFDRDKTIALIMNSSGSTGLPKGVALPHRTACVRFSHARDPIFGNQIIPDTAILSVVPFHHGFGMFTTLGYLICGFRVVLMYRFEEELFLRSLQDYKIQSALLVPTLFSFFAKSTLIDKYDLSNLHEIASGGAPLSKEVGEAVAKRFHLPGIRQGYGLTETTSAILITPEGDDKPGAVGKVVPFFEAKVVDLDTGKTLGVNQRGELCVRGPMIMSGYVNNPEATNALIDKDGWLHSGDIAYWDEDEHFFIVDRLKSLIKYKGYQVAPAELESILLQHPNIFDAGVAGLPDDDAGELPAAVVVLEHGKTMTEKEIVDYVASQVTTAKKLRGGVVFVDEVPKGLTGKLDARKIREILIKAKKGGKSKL
#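 Purified P. pyralis luciferase (10nM final) with 10uM D-luciferin and 10uM ATP (Km levels) in 50mM Tris acetate pH 7.5, 10mM Mg acetate, 0.01% Tween-20, 0.05% BSA; qHTS 6-point titration, ~60 µM downward; luminescence read.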
# RORg inh: ROR gamma (mouse) transcription inhibition; P51450; Drosophila S2 Gal4-RORgamma UAS-luciferase reporter, 20 h; Potency, µM (titrated, usually from 53.6 µM), without a hit: at the highest dose activity change, negative = inhibition, most hits filed as inhibitors; 310,000 tested, 5.4% active; note: potency is the fitted concentration of half-maximal effect; % is set by controls: 0 for no effect and ±100 for the full control effect; nearly all actives have a fitted effect of over 60% in size
#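 Compounds are pin-transferred onto Drosophila Schneider cells expressing a copper-inducible Gal4–ROR gamma transactivation domain fusion. After 1 hr, copper sulfate is added to 700 uM final; luciferase is read 20 hr later.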
# p53 reactivation: re-activators of mutant p53; H1299 p53-A138V BP100-luciferase reporter, luminescence, 24 h; Potency, µM (top dose mostly 92.2 µM), without a hit: top-dose activity change, positive = activation, most hits filed as activators; 320,000 tested, 0.063% active; AID 504706; note: potency is the fitted concentration of half-maximal effect; % of control where 0% means no effect; nearly all actives have a fitted effect of over 45% in size
#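 H1299 (p53-null), stable ts p53-A138V + BP100-Luc; 1000 cells/well, Opti-MEM/10% FBS; cpd 4 pt, 1:5; 24 h, 37 deg C, 5% CO2; detection reagent 10 min RT; luminescence.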
# PKM2 act: PKM2 (human) enzyme activation; purified PKM2, Kinase-Glo ATP luminescence, activation; response scale: 0% is enzyme alone, no compound; Potency, µM (titrated, usually from 57.5 µM), inactives show at the highest dose activation, most hits filed as activators; 260,000 tested, 0.34% active; AID 1631; note: potency is the fitted concentration of half-maximal effect; % is set by controls: 0 for no effect and ±100 for the full control effect; nearly all actives have a fitted effect of over 55% in size
# Target sequence (P14618 whole entry, looked up): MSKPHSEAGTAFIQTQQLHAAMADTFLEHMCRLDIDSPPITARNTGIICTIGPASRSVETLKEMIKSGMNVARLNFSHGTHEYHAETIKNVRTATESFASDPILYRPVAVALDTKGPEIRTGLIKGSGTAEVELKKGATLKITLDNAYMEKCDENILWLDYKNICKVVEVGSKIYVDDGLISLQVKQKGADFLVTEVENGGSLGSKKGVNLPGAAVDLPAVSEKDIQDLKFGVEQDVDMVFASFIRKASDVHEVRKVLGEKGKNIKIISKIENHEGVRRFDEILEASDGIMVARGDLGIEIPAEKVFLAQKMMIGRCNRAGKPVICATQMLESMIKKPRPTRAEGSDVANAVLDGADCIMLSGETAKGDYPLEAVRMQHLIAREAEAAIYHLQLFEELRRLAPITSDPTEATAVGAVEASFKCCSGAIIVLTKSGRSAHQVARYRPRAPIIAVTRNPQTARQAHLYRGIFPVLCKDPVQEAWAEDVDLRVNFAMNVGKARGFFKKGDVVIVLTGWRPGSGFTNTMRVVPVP
#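 ATP formation by purified human PK-M2, quantified via coupled luciferase luminescence after 1 h at room temperature with 0.1 mM ADP and 0.5 mM PEP final.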
# ELG1 genotoxic: induces genotoxicity in HEK293T cells with luciferase-tagged ELG1. AID 504466. 330,000 tested, 1.3% active. Potency, µM (highest dose often 46 µM), for inactives: top-dose activity change, positive = activation, actives largely listed as activators. HEK293T ELG1-luciferase reporter, luminescence, 16 h; note: potency is the fitted concentration of half-maximal effect; % of control where 0% means no effect; nearly all actives have a fitted effect of over 60% in size
#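 HEK293T cells expressing luciferase-tagged ELG1 were treated with compound or DMSO for 16 hr at 37°C. Luciferase activity was then read after 30 min with ONE-Glo at room temperature; rising signal flags genetic stress.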
# Menin-MLL TR inh: inhibitors of human menin-MLL interaction, mutant MLL peptide. Menin + Texas Red MLL mutant peptide, fluorescence polarization. 270,000 tested, 0.23% active. Potency, µM (series often up to 61.6 µM), inactives show top-dose FP activity change, negative = inhibition, actives largely listed as inhibitors. AID 1768. O00255; active = well fitted inhibition curve with a large enough effect in the polarisation, with a control signal flat, not every such curve was filed as active; inconclusive = small, poorly fitted or top-dose-only effect, or effect the other way, or a change in a side signal; inactive = no such curve, though single readings can be large or run the other way; the % refers to the polarisation; note: potency is the fitted concentration of half-maximal effect; % of control where 0% means no effect; many of its hits are not listed in these tables
# NPC1 promoter act: activates the NPC1 promoter; Huh7 NPC1 promoter luciferase reporter, 24 h; Potency, µM (series often up to 9.22 µM), for the others: top-dose activation, hits mostly activators; 320,000 tested, 2.4% active;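 note: potency is the fitted concentration of half-maximal effect; % of control where 0% means no effect; nearly all actives have a fitted effect of over 60% in size; reporter is driven by a mutant NPC1 promoter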
#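 Luciferase expression driven by the NPC1 promoter was measured in stably transfected Huh7 cells after a 24 h compound incubation, using a luciferase reagent and a luminescence read.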
# Rab9 promoter act: Rab9 promoter activation; Huh7 Rab9 promoter-luciferase reporter, luminescence, 24 h; Potency, µM (highest dose often 9.22 µM), inactives show top-dose activation, negative = inhibition, most hits filed as activators; 320,000 tested, 2.8% active; AID 485297; note: potency is the fitted concentration of half-maximal effect; % of control where 0% means no effect; nearly all actives have a fitted effect of over 60% in size
#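 Huh7 cells stably carrying Rab9 promoter–luciferase reporter, plated 1500 cells/well, compound added after 2 h and incubated 24 h at 37 °C; luciferase luminescence then read after 10 min with detection reagent.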
# BRCA1 expr act: activators of BRCA1 expression | MCF7-BRCA1-FFLuc reporter, luminescence, 48 h; response scale: scaled: vehicle 0%, 10 µM genistein 100% | 380,000 tested, 1.1% active | Potency, µM (titrated, usually from 46.1 µM), without a hit: at the top dose activation, most hits filed as activators | AID 624202; note: potency is the fitted concentration of half-maximal effect; nearly all actives have a fitted effect of over 80% in size; some results filed as inactive show a strong effect at the top dose
#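 Quantitative HTS in MCF7 cells stably reporting BRCA1 expression via firefly luciferase. Compound treatment lasts 48 h at 37 °C in phenol-red free MEM. Activation is expressed relative to genistein at 10 microM and DMSO.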
# Giardia kill: kills Giardia lamblia; AID 540267; 340,000 tested, 0.15% active; activity change, % at 7.66 µM, hits read low; Giardia lamblia trophozoite viability; in the data active = activity change below about -80%; inconclusive = between about -30% and that limit;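 note: parasites exposed to compound for two days anaerobically before the ATP read; % is set by controls: 0 for no effect and ±100 for the full control effect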
#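 ATP-content bioluminescence gauges trophozoite survival. Cells (100/well) receive compound and incubate anaerobically for 48 hrs at 37 deg C; detection reagent follows for 15-30 min at room temperature.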
# Starred values were filed as active, the others as inactive; ? = inconclusive; . = no result given; & = joins results of further samples; [ ] = dose if it differs, or a comment. Unless noted, calls come from the whole dose curve; as a rule, active = well fitted curve in the direction sought with a large enough effect; inconclusive = small, poorly fitted or top-dose-only effect, or another doubt; inactive = no such curve, though single readings can be large; an effect the other way counts as inactive or inconclusive. Some of the compounds tested. The share of hits here may be higher or lower than overall.
molecule	NPC1 promoter act	p53 reactivation	Giardia kill	ELG1 genotoxic	Gal4-VP16 FLuc	Menin-MLL TR inh	FLuc counter	Rab9 promoter act	BRCA1 expr act	RORg inh	PKM2 act
Cc1cccc(OCC(=O)N/N=C/c2cc([N+](=O)[O-])ccc2N2CCOCC2)c1	-2.4%	-18.0%	-19.9	-9.3%	-12.0%	12.6%	1.6%	-6.3%	-26.4%	?	-9.4%
Cc1ccccc1NC(=S)NCc1ccc(Cl)cc1	1.6%	-2.9%	-10.6	-2.4%	3.98µM*	1.8%	3.7%	-9.8%	2.3%	2.82µM*	4.5%
C=CCNC(=O)c1ccc(C)cc1Cl	2.9%	8.5%	-3.3	9.5%	-3.2%	4.9%	-8.4%	-1.0%	7.2%	-20.3%	-2.6%
O=C(NNS(=O)(=O)c1ccccc1)c1ccc(O)cc1	-0.3%	2.9%	-23.6	-0.5%	-8.4%	?	5.6%	-4.5%	-5.4%	13.5%	-11.5%
CC(C)(C)C(=O)N/C(N)=N/c1nc2ccccc2o1	0.891µM*	11.6%	7.7	?	?	.	3.5%	0.447µM*	?	3.98µM*	1.2%
CCNc1nc(SC)nc(N(C#N)CC(=O)OC)n1	0.4%	5.0%	-0.4	-0.8%	9.7%	-1.2%	0.2%	1.3%	5.7%	-12.6%	-0.9%
COc1ccc(NC(=O)Cc2ccsc2)cc1S(=O)(=O)N1CCOCC1	0.2%	-2.6%	-8.1	3.1%	.	.	3.7%	-3.7%	-5.5%	.	.
COc1ccc(OC)c(CCNC(=O)c2ccc3c(c2)N(Cc2ccccc2)CCS3)c1	-22.4%	-2.2%	13.5	-3.6%	?	.	0.1%&-2.3%	-0.3%	-29.6%	19.1%	.
CC(NC(=O)c1ccccc1F)c1cccc2ccccc12 (configuration not stated)	-1.6%	-15.9%	7.8	1.6%	.	.	2.1%	-2.8%	3.1%	.	.
COc1ccc(S(=O)(=O)N2CCN(C(=O)c3ccccn3)CC2)cc1	-3.1%	-1.4%	-9.9	0.4%	.	.	2.4%	-2.9%	5.3%	.	.
CCOc1ccc(S(=O)(=O)NCc2cccnc2)c2ccccc12	0.3%	0.5%	-0.5	-6.1%	2.7%	-9.1%	-1.2%	6.1%	-21.0%	14.9%	-0.1%
COc1ccc(S(=O)(=O)Nc2cccnc2)cc1	1.7%	-2.3%	11.4	0.0%	3.8%	.	0.0%	-2.7%	-13.4%	-1.0%	15.1%
CS(=O)(=O)c1ccc2nc(NC(=O)C3C4C=CC(C4)C3C(=O)O)sc2c1 (configuration not stated)	0.2%	9.1%	1.0	9.8%	-2.3%	-0.5%	-2.4%	-2.3%	0.2%	-0.8%	-1.6%
CSc1ccc(CNC(=O)Cn2nc(C)c3c(C)n(-c4ccc(C)cc4)nc3c2=O)cc1	-11.1%	-3.7%	27.1	4.0%[9.26 µM]	-1.2%	5.4%	1.1%	-10.6%	-14.1%	18.9%	.
COc1cc(C)ccc1OCCOCCOc1ccccc1[N+](=O)[O-]	-1.8%	-0.6%	?	2.5%	8.4%	-3.3%	-18.9%	-2.2%	32.5%	?	-1.7%

# (continued)
molecule	NPC1 promoter act	p53 reactivation	Giardia kill	ELG1 genotoxic	Gal4-VP16 FLuc	Menin-MLL TR inh	FLuc counter	Rab9 promoter act	BRCA1 expr act	RORg inh	PKM2 act
O=c1[nH][nH]c2nc(C(F)(F)F)cc(C(F)(F)F)c12	2.1%	6.4%	19.2	3.0%	-2.8%	3.4%	2.9%	2.3%	1.1%	-2.2%	-20.2%
COC(=O)C1CCN(C(=O)COC(=O)CCc2nc3ccccc3c(=O)[nH]2)CC1	-6.4%	-4.2%	15.1	0.5%	-3.6%	-2.3%	4.6%	1.5%	-3.7%	3.1%	1.4%
O=C(COC(=O)CNC(=O)c1ccco1)NCc1ccc(F)cc1	-0.4%	3.9%	14.5	-1.0%	-8.1%	-0.8%	-5.2%	17.3%	-13.8%	-0.3%	-7.9%
CC(C)CCNC(=O)c1onc(CSc2ccc(Cl)cc2)c1C(=O)NCCC(C)C	-3.3%	1.6%	10.3	-2.6%	4.0%	.	-1.8%	-5.2%	0.0%	26.5%	-3.0%
COc1ccc(Cc2nnc(SCC(=O)Nc3nc(C)cs3)o2)cc1	-2.2%	-4.8%	-12.6	0.2%	-3.5%	-15.2%	-0.2%	-5.7%	6.4%	35.5µM*	7.2%
COc1cccc(N(CC(=O)N2CCOCC2)S(C)(=O)=O)c1	4.9%	12.3%	19.0	1.2%	7.0%	-6.7%	-5.3%	-5.9%	8.5%	-9.1%	-3.3%
COc1ccc(N2C(=O)C(CC(=O)O)S/C2=C\C(C)=O)cc1 (configuration not stated)	-2.3%	-11.9%	-29.3	0.9%	3.3%	-0.8%	-0.4%	-5.3%	-2.6%	-17.5%	-3.2%
Cc1c(Cl)cccc1NS(=O)(=O)c1c(C(=O)N2CCOCC2)c(C)n(C)c1C	-2.5%	-0.5%	49.3[activator]	0.2%[9.26 µM]	-8.1%	-8.8%	0.0%	-1.2%	2.8%	0.3%	.
COc1ccc(CN(Cc2cc3ccc(C)cc3[nH]c2=O)Cc2nnnn2C2CCCC2)cc1	-0.8%	-7.0%	2.2	-11.8%	-20.6%	0.0%	8.4%	0.3%	-48.8%	0.1%	-1.8%
O=C(Nc1ccccc1-c1nnn(CC(=O)N2CCCc3ccccc32)n1)c1ccc(Cl)cc1	-7.2%	9.8%	10.3	-4.8%	6.7%	-10.4%	-4.0%	-3.3%	-5.2%	-23.0%	-7.3%
CC(C)(C)OC(=O)C(Cc1ccc(OC(C)(C)C)cc1)NC(=O)CNC(=O)OCc1ccccc1 (configuration not stated)	-0.2%	7.2%	8.6	-5.7%	?	-9.7%	3.9%	-3.5%	-64.3%	?	-1.0%
CC(C)[C@H](NC(=O)N1CC(=O)Nc2ccccc21)C(=O)N1CCC[C@@H]1C(=O)O	5.0%	17.7%	2.8	-4.7%	0.0%	-0.4%	-10.4%	-5.0%	18.4%	-20.5%	-3.4%
CCOC(=O)c1cc(CC)sc1NC(=O)Cc1ccsc1	-3.3%	2.0%	-1.7	0.8%	-2.4%	-13.1%	0.2%	2.3%	-22.0%	34.4%	-0.4%
CCOc1ccc(OCCCCNCCN)cc1	0.5%	1.7%	.	-0.4%	-2.7%	1.9%	0.7%	1.0%	.	-0.3%	1.5%
COc1cc(/C=C(\NC(=O)c2ccccc2)C(=O)Nc2nccs2)ccc1OC(C)=O	0.1%	4.5%	9.2	-7.5%	6.9%	28.0%	-16.4%	-9.1%	3.1%	30.3%	.

# Next part.
molecule	NPC1 promoter act	p53 reactivation	Giardia kill	ELG1 genotoxic	Gal4-VP16 FLuc	Menin-MLL TR inh	FLuc counter	Rab9 promoter act	BRCA1 expr act	RORg inh	PKM2 act
CCOC(=O)CCNC(=O)N1CCCC(CNS(=O)(=O)c2cccs2)C1 (configuration not stated)	-3.1%	-4.6%	-14.5	0.2%	-12.0%	-4.9%	0.1%	-1.3%	-12.6%	17.4%	-13.5%
CC(C(=O)NC1C=CS(=O)(=O)C1)N1C(=O)/C(=C\c2ccccc2)SC1=S (configuration not stated)	2.8%	21.0%	8.8	5.4%	?	-13.9%	?	-2.0%	-17.9%	-11.9%	.
COC(=O)c1ccc(NC(=O)CCS(=O)(=O)c2ccc(C)cc2)cc1	-0.9%	-1.1%	12.7	-2.9%	?	5.1%	1.6%	-1.6%	-7.9%	3.4%	.
O=C(CSc1nnc(-c2ccc(O)cc2)o1)NNC(=O)c1ccncc1	-0.4%	0.8%	-8.5	-0.6%	0.0%	.	-6.5%	2.3%	-7.1%	-9.0%	.
CCOC(=O)C1CCCN(C(=O)C(C)Oc2ccc(Cl)cc2Cl)C1 (configuration not stated)	-1.0%	-13.3%	13.9	-0.6%	10.1%	-7.8%	3.6%	3.2%	6.8%	-18.3%	0.9%
NS(=O)(=O)c1ccc(CCNC(=O)COC(=O)CCSc2ccc(Cl)cc2)cc1	-1.7%	6.0%	-0.9	4.4%	-14.0%	-10.2%	-14.9%	0.8%	-18.8%	-12.2%	-0.4%
Fc1ccccc1OCC1CCCN(Cc2nc(CC3CC3)no2)C1 (configuration not stated)	-4.8%	4.8%	0.1	-0.5%	-16.0%	-24.7%	-14.4%	-5.7%	31.0%	25.6%	-1.3%
O=C(NCCN1CCN(C(=O)c2cccc([N+](=O)[O-])c2)CC1)C(=O)NCc1ccc(Cl)cc1	-0.5%	.	-14.9	-4.3%	.	3.2%	-0.1%	-0.4%	-30.3%	.	2.9%
Cc1ccc(C)c(N2CCN(CC(=O)Nc3ccc([N+](=O)[O-])cc3C(=O)Nc3ccccc3F)CC2)c1	-4.0%	-2.0%	17.7	-0.2%	-0.6%	-6.5%	2.7%	-2.6%	-47.0%	26.5%	-0.1%

# Compound activity (PubChem BioAssay)
